RXFP1 agonist – agonists of human relaxin receptor RXFP1; HEK293T-RXFP1 cAMP TR-FRET, 30 min; response scale: percent of porcine relaxin response, buffer zero; Q9HBX9; 370,000 tested, 0.3% active; AID 2676; Potency, µM (titrated, usually from 57.5 µM), for the others: at the top dose activation, actives largely listed as activators; also: % is scaled to controls: 0 for no effect and ±100 for the full control effect; nearly all actives have a fitted effect of over 60% in size; many of its hits are not listed in these tables
Target sequence (Q9HBX9 whole entry, looked up): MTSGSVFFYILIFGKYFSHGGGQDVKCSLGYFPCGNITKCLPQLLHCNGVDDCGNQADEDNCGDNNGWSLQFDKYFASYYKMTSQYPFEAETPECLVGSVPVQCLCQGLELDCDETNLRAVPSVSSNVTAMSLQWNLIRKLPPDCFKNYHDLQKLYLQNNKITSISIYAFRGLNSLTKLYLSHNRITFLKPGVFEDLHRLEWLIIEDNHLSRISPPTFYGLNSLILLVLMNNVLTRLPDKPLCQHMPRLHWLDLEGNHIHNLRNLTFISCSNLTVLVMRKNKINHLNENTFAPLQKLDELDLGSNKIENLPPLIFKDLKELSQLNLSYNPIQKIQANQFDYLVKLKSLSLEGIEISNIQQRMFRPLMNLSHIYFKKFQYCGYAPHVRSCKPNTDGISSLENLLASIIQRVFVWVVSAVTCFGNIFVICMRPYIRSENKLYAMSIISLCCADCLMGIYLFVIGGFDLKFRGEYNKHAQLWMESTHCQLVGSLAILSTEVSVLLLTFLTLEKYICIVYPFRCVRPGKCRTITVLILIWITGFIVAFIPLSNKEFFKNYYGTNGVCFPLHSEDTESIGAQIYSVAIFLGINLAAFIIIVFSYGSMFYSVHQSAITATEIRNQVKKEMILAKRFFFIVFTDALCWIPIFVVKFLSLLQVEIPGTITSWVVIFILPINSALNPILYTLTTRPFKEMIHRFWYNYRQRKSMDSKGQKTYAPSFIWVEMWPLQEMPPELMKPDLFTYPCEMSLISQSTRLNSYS
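Agonist response is measured as cAMP accumulation in an RXFP1-transfected HEK293T line under PDE4 inhibition. Values are scaled between buffer-only and 29 nM porcine relaxin, and EC50s come from standard Hill equation fits.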
Vif-A3G inh – Vif-A3G binding inhibition; Q9HC16; HeLa A3G-eYFP + Vif (tagged APOBEC3G with the HIV-1 protein that degrades it), YFP fluorescence, overnight; Potency, µM (titrated, usually from 46.1 µM), for inactives: top-dose activity, negative = active, actives largely listed as inhibitors; 410,000 tested, 0.076% active;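 also: % is scaled to controls: 0 for no effect and ±100 for the full control effect; nearly all actives have a fitted effect of over 60% in size; hits raise eYFP signal because A3G escapes Vif-driven loss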
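Read-out is eYFP fluorescence (Ex 488/Em 500-530) from Vif-expressing HeLa A3G-eYFP cells; more signal means A3G escaped Vif-mediated degradation. Cells plated overnight, compound pinned in, incubated overnight at 37 deg C.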
USP1-UAF1 inh – blocks the human USP1/UAF1 deubiquitinase complex. recombinant USP1/UAF1, Ub-Rhodamine cleavage fluorescence. Potency, µM (top dose mostly 57.1 µM), for the others: at the top dose activity change, negative = inhibition, actives largely listed as inhibitors. 390,000 tested, 0.23% active. AID 743255; also: % is scaled to controls: 0 for no effect and ±100 for the full control effect; nearly all actives have a fitted effect of over 60% in size; inactives centre near -12
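Step one: compound is pinned into 1nM USP1/UAF1 in HEPES pH 7.8 buffer with TCEP. Step two: 15 min room-temperature incubation. Step three: Ub-Rho (150nM final) starts cleavage, tracked by fluorescence over six one-minute reads.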
rTrxR1 inhibitor – rat TrxR1 inhibition; O89049; Potency, µM (series often up to 114 µM), for inactives: at the highest dose activity change, negative = inhibition, hits mostly inhibitors; 390,000 tested, 1% active; AID 588453; recombinant rTrxR1, NADPH fluorescence consumption, selenite substrate; also: % is scaled to controls: 0 for no effect and ±100 for the full control effect; nearly all actives have a fitted effect of over 65% in size
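Rat TrxR1 (90 nM in the dispensed reagent) was pre-reduced with 400 uM NADPH for 5 min at room temperature, then incubated with compound for 15 min. After 400 uM selenite was added, NADPH fluorescence (Ex 340/Em 450 nm) was followed for 8 min.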
mIDH1 inhibitor – human IDH1 R132H inhibition; O75874; Potency, µM (titrated, usually from 76.6 µM), without a hit: at the top dose activity change, negative = inhibition, most hits filed as inhibitors; IDH1-R132H enzyme, NADPH consumption, diaphorase/resazurin fluorescence; 390,000 tested, 0.093% active; also: % is scaled to controls: 0 for no effect and ±100 for the full control effect; nearly all actives have a fitted effect of over 65% in size
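IDH1-R132H (0.5 ug/mL dispensed) in pH 7.5 Tris buffer was preincubated 30 min with compound, then given a substrate mix of 0.016 mM NADPH and 2 mM alpha-KG for 80 min at room temperature; remaining NADPH was read by diaphorase/resazurin fluorescence.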
TrxR1 substrate – substrates of rat thioredoxin reductase 1; O89049; purified TrxR1 substrate turnover, NADPH consumption readout; Potency, µM (highest dose often 114 µM), without a hit: at the highest dose activity change, negative = substrate turnover; 390,000 tested, 0.01% active; also: % is scaled to controls: 0 for no effect and ±100 for the full control effect; nearly all actives have a fitted effect of over 50% in size
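Rat TrxR1, dispensed at 90 nM, was prereduced with 400 uM NADPH (final) for 5 min at ~22 deg C, then incubated with compound 15 min before 400 uM selenite. A first-read NADPH fluorescence drop versus no-compound background flagged substrates.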
Vif-A3F inh – Vif-A3F binding inhibition | HeLa A3F-eYFP + Vif (tagged APOBEC3F with the HIV-1 protein that degrades it), YFP fluorescence increase | Potency, µM (highest dose often 46.1 µM), without a hit: top-dose activity, negative = active | 390,000 tested, 0.2% active | AID 602313; also: % of control where 0% means no effect; nearly all actives have a fitted effect of over 65% in size
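Fluorescence increase (Ex 488/Em 500-530) after overnight compound treatment at 37 deg C flags inhibition of Vif-driven A3F-eYFP loss in stable HeLa A3F-eYFP/Vif cells seeded overnight beforehand.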
RGS4 inh – inhibitors of human regulator of G protein signaling 4 | 390,000 tested, 0.039% active | Transcreener GDP fluorescence polarization, RGS4-accelerated GTP hydrolysis | AID 504845 | Potency, µM (series often up to 114 µM), for the others: at the top dose activity change, negative = inhibition, actives largely listed as inhibitors | P49798; also: % is scaled to controls: 0 for no effect and ±100 for the full control effect; nearly all actives have a fitted effect of over 75% in size; some results filed as inactive show a strong effect at the top dose
Target sequence (P49798 whole entry, looked up): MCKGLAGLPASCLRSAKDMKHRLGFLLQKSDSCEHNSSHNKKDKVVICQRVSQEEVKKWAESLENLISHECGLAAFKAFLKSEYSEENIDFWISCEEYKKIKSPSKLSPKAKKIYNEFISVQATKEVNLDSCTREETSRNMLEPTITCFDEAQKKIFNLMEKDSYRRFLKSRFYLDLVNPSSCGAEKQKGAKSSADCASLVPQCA
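MLSMR compounds (23 nl, pin-transferred) preincubated 10 min at room temperature with a 500nM (2x) first reagent, then RGS4 at 900nM (2x) plus Transcreener GDP mix added; fluorescence polarization (620/688 nm) read before and after 90 min at 30 °C.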
ALOX12 inh – ALOX12 (human) lipoxygenase inhibition. P18054. purified 12hLO, xylenol orange hydroperoxide absorbance. Potency, µM (doses to about 108 µM), for inactives: at the highest dose activity change, negative = inhibition, actives largely listed as inhibitors. 580,000 tested, 1.1% active. AID 1671190; also: % is scaled to controls: 0 for no effect and ±100 for the full control effect
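Hydroperoxide product was detected by ferrous iron/xylenol orange as the 573 to 405 nm absorbance ratio. Arachidonic acid at 40 uM (final) was turned over for 30 min at room temperature by 150 nM human 12hLO, pH 7.0 Hepes buffer, after 15 min compound preincubation.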
Numbers without * were called inactive; i = inactive; ? = inconclusive; . = not tested or not shown; [ ] = dose if it differs, or a comment. Calls follow the shape of the dose curve; as a rule, active = well fitted curve in the direction sought with a large enough effect; inconclusive = small, poorly fitted or top-dose-only effect, or another doubt; inactive = no such curve, though single readings can be large; an effect the other way counts as inactive or inconclusive. Potency is read from the fitted curve at half-maximal effect.

entry	mol	RXFP1 agonist	Vif-A3G inh	USP1-UAF1 inh	rTrxR1 inhibitor	mIDH1 inhibitor	TrxR1 substrate	Vif-A3F inh	RGS4 inh	ALOX12 inh
1	COc1ccccc1NC(=O)C(Cc1ccc(Cl)cc1)c1nn[nH]n1 (configuration not stated)	0.2%	-2%	-5%	-6%	0%	-2%	-15%	1%	0%
2	CC1(C2CC2)NC(=O)N(CC(=O)N2CCN(c3ccccc3Cl)CC2)C1=O (configuration not stated)	0.7%	-1%	-7%	28%	5%	14%	3%	-1%	10%
3	COc1cc(C)c(C)cc1S(=O)(=O)N1CCCc2ccccc21	2.2%	1%	-5%	12%	0%	0%	-13%	19%	19%
4	O=C(O)CNS(=O)(=O)Cc1ccccc1	-1.0%	-10%	-23%	7%	10%	1%	3%	-3%	-9%
5	O=C(COc1cc2oc(=O)cc(-c3ccccc3)c2cc1Cl)NCC1CCC(C(=O)O)CC1 (configuration not stated)	2.6%	-5%	-23%	15%[57.1 µM]	-10%	-2%[57.1 µM]	-7%	23%	-9%
6	O=C(Nc1nccs1)c1cccc(S(=O)(=O)N2CCCC2)c1	-0.1%	2%	-25%	13%	5%	-1%	4%	10%	4%
7	O=C(O)C1Cc2ccccc2CN1S(=O)(=O)c1ccccc1 (configuration not stated)	-0.6%	1%	-21%	12%	2%	1%	-25%	-7%	0%
8	O=C(COc1ccccc1)Nc1ccccc1N1CCN(c2ccccc2)CC1	4.8%	-2%	6%	29%	-6%	4%	-9%	-22%	8%
9	C=CCN1C=C2C(=O)C(C)(OC(=O)CCC(=O)OC)C(=O)C(Br)=C2C=C1c1ccc(OC)cc1 (configuration not stated)	0.0%	-5%	32µM*	6%[57.1 µM]	20%	-10%	-4%	-52%	.
10	O=c1[nH]cc(S(=O)(=O)N2CCOCC2)c(=O)[nH]1	0.3%	0%	-15%	24%[57.1 µM]	1%	13%[57.1 µM]	-4%	-31%	-8%
11	Cc1ccc2c(c1)C(c1ccccc1)N(C(=O)c1ccc(S(=O)(=O)N3CCOCC3)cc1)CC(=O)N2 (configuration not stated)	0.6%	-1%	-4%	-9%	4%	-20%[57.1 µM]	9%	?	-20%
12	Clc1ccccc1/C=N/Nc1cc(N2CCOCC2)ncn1	0.9%	-1%	-18%	7%[57.1 µM]	0%	6%[57.1 µM]	1%	-6%	9%
13	CC(=O)Nc1c(C)nn(-c2ccccc2)c1N1CCC(C(=O)NCc2cccc(F)c2)CC1	-0.6%	5%	-17%	-2%[57.1 µM]	7%	-6%[57.1 µM]	2%	-3%	-10%
14	O=C1CSC(c2ccncc2)N1Cc1ccco1 (configuration not stated)	-1.2%	4%	-14%	?	6%	8%	-8%	-25%	-19%
15	CC(C)NC(=O)N1CC(c2ccccc2)C(c2ccc(Cl)cc2)=N1 (configuration not stated)	1.5%	-9%	-4%	4%	0%	12%	-3%	5%	?
16	Cc1cc(NC(=O)CSCC(=O)Nc2nc3c(C)cccc3s2)no1	0.1%	-12%	-5%	7%	2%	-2%	-22%	-8%	-26%
17	CCN(CC)C(=O)c1sc2nc(-c3ccncc3)[nH]c(=O)c2c1C	-0.5%	0%	-12%	-27%	11%	11%	6%	-16%	0%
18	O=C1CSCC(=O)N1c1ccccc1	-0.1%	-1%	-9%	-8%	0%	-5%	5%	-12%	i
19	FC(F)Oc1ccc(NC(=S)NCc2ccccc2)cc1Cl	0.5%	0%	-3%	2%	0%	0%	-3%	-14%	?
20	CCCc1ccc(-c2csc(NC(=O)Cc3cccs3)n2)cc1	0.2%	-5%	1%	-10%	-1%	-6%	.	-1%	33%[activator]
21	CCc1ccc(-n2c(N3CCN(c4cccc(C)c4C)CC3)nc3ccccc3c2=O)cc1	0.1%	-3%	-18%	39%[activator]	-4%	12%	-5%	4%	?
22	Cc1cccc(N2CC3=C(C2=O)C(c2ccccc2)NC(=O)N3C)c1 (configuration not stated)	1.0%	1%	-4%	25%	2%	13%	0%	-5%	-14%
23	O=C(Cc1ccccc1)NCCSCc1ccco1	0.0%	1%	8%	4%	-3%	7%	-5%	-16%	-2%
24	COc1cc(-c2nc(-c3ccccc3)c(-c3cccs3)[nH]2)cc(OC)c1O	1.9%	-5%	-24%	20%	-3%	60%[activator]	-4%	-45%	?
25	Cc1ccc(NCC(=O)N/N=C/c2ccc(OC(=O)c3ccco3)cc2)cc1	-1.3%	-1%	18%	3%	-2%	1%	-1%	6%	-12%
26	Cc1ccc(C)c(N2CCN(C(=O)C3CCN(S(=O)(=O)c4c(C)noc4C)CC3)CC2)c1	-0.2%	1%	-4%	-2%	-4%	-7%	7%	12%	-8%
27	Cc1ccc(CNC(=O)C2CC(c3ccccc3[N+](=O)[O-])=NO2)cc1 (configuration not stated)	-0.9%	-7%	?	4%[57.1 µM]	23%	9%[57.1 µM]	2%	9%	-3%
28	COc1cc(/C=N/NC(=O)C(Cc2c[nH]c3ccccc23)NC(=O)OCC(C)C)cc([N+](=O)[O-])c1O (configuration not stated)	6.2%	4%	-22%	8%[57.1 µM]	6%	-13%[57.1 µM]	14%	-19%	-8%
29	CCc1cc2ccc(C)cc2nc1SCC(=O)Nc1c[nH]c(=O)[nH]c1=O	3.7%	-4%	-1%	22%	9%	13%[0.0914 µM]	1%	-19%	-18%
30	COc1ccc(C2C=C(c3ccc(C)c(C)c3)Nc3ncnn32)c(OC)c1OC (configuration not stated)	2.3%	?	-22%	-5%[57.1 µM]	13%	-9%[57.1 µM]	-19%	-7%	7%
31	COc1ccc(-n2c(=O)[nH]cc(C(=O)Nc3ccc(NC(C)=O)cc3)c2=O)cc1	0.3%	-3%	-6%	2%	-2%	4%	-2%	-24%	1%
32	C=CCc1ccc(OCCOCCOc2cccc3cccnc23)c(OC)c1	1.1%	1%	-8%	-11%	8%	-14%	-7%	-6%	13%
33	C#CCNc1c2c(nc3nnnn13)CCCC2	3.1%	-2%	-21%	9%	-2%	2%	-9%	-11%	23%
34	COc1ccc(C(=O)OCC(=O)c2ccc(Cl)s2)c(OC)c1OC	0.9%	-7%	-4%	1%	2%	-8%	-19%	9%	0%
35	CCc1ccc2c(c1)c1nc(C)sc1n2CC	1.7%	-6%	-19%	-4%	4%	-5%	0%	-29%	?
36	COc1ccc(NC(=O)C2CCN(S(=O)(=O)c3ccc(OC)c(OC)c3)CC2)c(OC)c1	0.5%	5%	-7%	26%	-3%	-2%	-10%	20%	-13%

Some entries already given, reduced to mIDH1 inhibitor and Vif-A3G inh.
item	Structure	mIDH1 inhibitor	Vif-A3G inh
9	C=CCN1C=C2C(=O)C(C)(OC(=O)CCC(=O)OC)C(=O)C(Br)=C2C=C1c1ccc(OC)cc1 (configuration not stated)	20%	-5%
28	COc1cc(/C=N/NC(=O)C(Cc2c[nH]c3ccccc23)NC(=O)OCC(C)C)cc([N+](=O)[O-])c1O (configuration not stated)	6%	4%
16	Cc1cc(NC(=O)CSCC(=O)Nc2nc3c(C)cccc3s2)no1	2%	-12%
20	CCCc1ccc(-c2csc(NC(=O)Cc3cccs3)n2)cc1	-1%	-5%

Continued.
entry	mol	RXFP1 agonist	Vif-A3G inh	USP1-UAF1 inh	rTrxR1 inhibitor	mIDH1 inhibitor	TrxR1 substrate	Vif-A3F inh	RGS4 inh	ALOX12 inh
37	CCOc1ccc(NC(=O)CC2C(=O)N(CC)C(=S)N2CCN2CCOCC2)cc1 (configuration not stated)	-0.2%	1%	-6%	11%[57.1 µM]	13%	0%[57.1 µM]	2%	-33%	-2%
38	C/C(=N\O)C(C)/[N+]([O-])=C/c1nc(C)c(C)n1O (configuration not stated)	.	3%	-10%	-16%	10%	-18%	3%	-3%	?
39	O=c1c2ccccc2oc2cc(OCc3ccc(F)cc3)cc(O)c12	7.2%	0%	-2%	-7%[57.1 µM]	-14%	2%[57.1 µM]	12%	9%	11%
40	CCCCOC(=O)C1=C(C)Nc2ncnn2C1c1cc(OC)c(OC)cc1OC (configuration not stated)	2.3%	-1%	-15%	19%	12%	3%	-6%	-8%	-9%
41	OCC1(CCCc2ccccc2)CCN(Cc2ccc(F)cc2)CC1	-0.5%	-1%	-7%	12%[57.1 µM]	6%	-1%[57.1 µM]	3%	-18%	-10%
42	COC(=O)c1ccccc1NC(=O)CCn1nc(C)c2c(C)n(-c3ccccc3)nc2c1=O	-1.7%	-9%	0%	22%	-12%	2%	4%	-14%	-19%
43	COc1ccc(S(=O)(=O)N2CCN(c3nc(-c4cccs4)nc4ccccc34)CC2)cc1OC	.	1%	.	0%	.	-1%	.	31%	.
44	C/C(=N/NC(=O)CN1CCN(Cc2ccccc2Cl)CC1)c1cccnc1	0.2%	-6%	-20%	1%	0%	-3%	-8%	0%	0%
45	Cc1ccc(Cn2c(SCc3ccc(C(=O)NCCc4ccccc4)cc3)nc3ccncc32)cc1	-1.9%	0%	?	-12%	7%	13%	5%	-10%	-17%
46	Cc1ccc(-c2nc(CS(=O)(=O)CC(=O)N3CCOCC3)c(C)o2)cc1	4.1%	1%	-13%	6%	-5%	-4%	6%	3%	-2%

The list is partial. The share of hits here may be higher or lower than overall.
